Pf growth 96h – P. falciparum growth inhibition at 96 hour, primary screen for plastid delayed-death inhibitors; P. falciparum luciferase reporter growth, 96 h; Potency, µM (titrated, usually from 28.7 µM), inactives show top-dose activity change, negative = inhibition, hits mostly inhibitors; 320,000 compounds, 6.9% hits; also: potency is read from the fitted curve at half-maximal effect; % is scaled to controls: 0 for no effect and ±100 for the full control effect
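Luminescence readout: decreased luciferase signal marks inhibited growth of reporter-expressing P. falciparum in infected red cells (2% hematocrit, 0.05% parasitemia final), exposed to compound two generations (96 h, 37 C, 5% CO2).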
Shiga toxin inh – Shiga toxin inhibition | inhibition, % at 38.7 µM | Vero cells, Shiga toxin protein synthesis inhibition reporter | AID 2315 | 290,000 compounds, 9.2% hits; in the data active = inhibition mostly above about 28%, no sharp cut-off; inactive = mostly below about 43%; also: 0% is about no effect
Cycloheximide cs – counter-screen hit for Shiga toxin inhibitors, cycloheximide; max response, %; cell reporter, cycloheximide protein synthesis inhibition counterscreen; 300,000 compounds, 12% hits; AID 2314; in the data active = max response mostly above about 13%, no sharp cut-off; inactive = mostly below about 14%; also: read at 38.3 µM for the half of the compounds with a filed dose; 0% is about no effect
Pf growth 48h – P. falciparum growth inhibition at 48 hours (one generation); 310,000 compounds, 5.9% hits; Potency, µM (doses to about 28.7 µM), for inactives: top-dose activity change, negative = inhibition, most hits filed as inhibitors; P. falciparum luciferase growth in erythrocytes, 48 h; also: potency is read from the fitted curve at half-maximal effect; % is scaled to controls: 0 for no effect and ±100 for the full control effect
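Growth was read as firefly luciferase luminescence after a 48 h, 37 C, 5% CO2 exposure of compounds to reporter-bearing P. falciparum cultures (0.1% parasitemia, 2% hematocrit final) in Albumax-supplemented RPMI 1640.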
Tb PYK inh – inhibitors of Trypanosoma brucei pyruvate kinase; Q57TT1; TbPYK enzyme, Kinase-Glo Plus ATP luminescence, 45 min; Potency, µM (top dose mostly 76.8 µM), without a hit: top-dose activity, negative = inhibition, actives largely listed as inhibitors; 410,000 compounds, 0.12% hits; AID 624173; also: potency is read from the fitted curve at half-maximal effect; % is scaled to controls: 0 for no effect and ±100 for the full control effect; nearly all actives have a fitted effect of over 50% in size
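Screened from lowest to highest concentration, compounds were pinned into TbPYK/substrate mixtures, and ADP (130 uM final) was added. Plates sat at room temperature for 45 min prior to Kinase-Glo Plus detection by luminescence.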
AMA1-RON2 inh – AMA1-RON2 (P. falciparum) interaction inhibition. AlphaScreen AMA1-biotinylated RON2 peptide binding. Potency, µM (top dose mostly 58.2 µM), inactives show top-dose activity change, negative = inhibition, actives largely listed as inhibitors. 360,000 compounds, 0.2% hits. AID 720542;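 also: potency is read from the fitted curve at half-maximal effect; 0% = vehicle wells and -100% = peptide control; nearly all actives have a fitted effect of over 45% in size; some results filed as inactive show a strong effect at the top dose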
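AMA1 (3D7) with his tag at 25 nM final met compounds first, then biotinylated RON2 peptide at 25 nM; detection used donor plus acceptor beads, 10 µg/mL apiece, read by AlphaScreen after 30 min at room temperature.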
LmPK inh – LmPK (Leishmania mexicana) enzyme inhibition; Q27686; purified LmPK, Kinase-Glo ATP luminescence, 1 h; Potency, µM (series often up to 57.5 µM), without a hit: at the highest dose activity change, negative = inhibition, most hits filed as inhibitors; 290,000 compounds, 0.37% hits; also: potency is read from the fitted curve at half-maximal effect; % is scaled to controls: 0 for no effect and ±100 for the full control effect
Target sequence (Q27686 whole entry, looked up): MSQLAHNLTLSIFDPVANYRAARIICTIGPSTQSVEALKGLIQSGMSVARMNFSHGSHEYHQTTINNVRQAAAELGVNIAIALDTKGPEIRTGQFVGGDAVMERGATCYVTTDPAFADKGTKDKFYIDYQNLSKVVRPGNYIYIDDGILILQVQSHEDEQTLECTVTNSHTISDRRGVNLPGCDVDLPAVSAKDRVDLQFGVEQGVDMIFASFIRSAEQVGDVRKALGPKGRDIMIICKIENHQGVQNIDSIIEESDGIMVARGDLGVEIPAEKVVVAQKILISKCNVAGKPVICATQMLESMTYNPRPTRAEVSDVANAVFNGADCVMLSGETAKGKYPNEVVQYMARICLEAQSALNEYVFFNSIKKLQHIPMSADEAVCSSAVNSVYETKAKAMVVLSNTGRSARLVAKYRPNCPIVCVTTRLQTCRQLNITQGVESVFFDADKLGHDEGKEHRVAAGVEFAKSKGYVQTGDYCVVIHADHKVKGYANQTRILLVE
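qHTS format; LmPK 0.1 nM; substrates PEP 0.5 mM and ADP 0.1 mM. One-hour room-temperature incubation, then coupled luciferase luminescence; 0.5 nM enzyme wells mark activation.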
* marks the source's active call; other numbers are inactive results; u = inconclusive; x = no result given; [ ] = remark or other dose. Unless noted, calls follow the shape of the dose curve; as a rule, active = well fitted curve in the direction sought with a large enough effect; inconclusive = small, poorly fitted or top-dose-only effect, or another doubt; inactive = no such curve, though single readings can be large; an effect the other way counts as inactive or inconclusive.

Every second line gives: Pf growth 96h | Shiga toxin inh | Cycloheximide cs | Pf growth 48h | Tb PYK inh | AMA1-RON2 inh | LmPK inh
O=C(C1CCCO1)N1CCN(Cc2nc3ccccc3c(=O)[nH]2)CC1 (centres undefined)
    u | -2 | -2 | 21% | 1% | 57%[activator] | 5%
N#Cc1c(NC(=O)CN2CCN(C(=O)c3ccco3)CC2)sc2c1CCCCC2
    u | -5 | -4 | x | 5% | -1% | 21%
CC(C)C1C(c2ccccc2)NC(c2ccccc2)CC1(O)c1ccc(F)cc1 (centres undefined)
    u | 10 | -2 | 4.1µM* | 2% | -3% | 2%
COc1ccc(OC)c(-n2c(=O)c3ccccc3c3ccccc3c2=O)c1
    -18% | -8 | -9 | 5% | -5% | -4% | 1%
Cc1ccc(S(=O)(=O)N2CCCCC2)cc1NC(=O)c1nn(C)c(=O)c2ccccc12
    u | x | x | u | 6% | -2% | x
COc1cc(/C=N/N2CCOCC2)ccc1OC(=O)c1ccco1
    2% | 6 | 26 | 2% | -5% | -9% | -29%
O=C(Nc1ccccn1)c1ccc([N+](=O)[O-])o1
    u | 65* | 33* | u | -5% | -28% | -15%
CC(=O)NC(CCCNC(=S)NC1CCCCC1)C(=O)O (centres undefined)
    -1% | -6 | -5 | -5% | -2% | -17% | 1%
COc1ccc(CCNC(=O)C2CCCN(S(=O)(=O)c3cc(C)ccc3OC)C2)cc1OC (centres undefined)
    5.2µM* | -2 | -5 | 12µM* | -1% | 0% | -2%
COc1ccccc1NS(=O)(=O)c1cccc(NC(=O)C(C)NC(=O)c2ccco2)c1 (centres undefined)
    u | x | x | -11% | -1% | 3% | x
O=C(O)c1ccc(/C=C2\CCCc3c2nc2ccccc2c3C(=O)O)cc1
    23% | -8 | -3 | 16% | -10% | -8% | 5%
O=C(Nc1nc(-c2ccco2)c(-c2ccco2)s1)c1cnccn1
    u | x | x | u | 6% | 34%[activator] | x
O=C(NNc1cccc(Cl)n1)c1c(Cl)cccc1Cl
    337%[activator] | -11 | -7 | 36%[activator] | x | 19% | -1%
COc1cccc(OCc2cc(C(=O)N(Cc3nccn3C)C(C)C)no2)c1
    19% | -2 | 11 | 9% | 0% | 5% | -7%
COc1ccc(Cn2nnnc2CN(Cc2cc3cc(C)ccc3[nH]c2=O)C2CCCC2)cc1
    -16% | -9 | -2 | u | 4% | 0% | 5%
O=C(CCC(=O)OCc1ccc(C(=O)Oc2ccc(Cl)cc2)cc1)Nc1ccccc1
    u | 8 | 3 | 23% | 2% | -7% | -3%
COc1ccc2ccccc2c1-c1csc(N)n1
    u | 3 | 13 | 11% | -11% | -7% | -6%
O=C(Cc1sc(-c2ccccc2Cl)nc1-c1ccccc1)Nc1ccc(F)cc1
    x | -20 | 1 | u | -5% | 8% | -4%
Cc1cccc(C(=O)Nc2ccc(C(=O)N/N=C/c3cccc(C)n3)cc2)c1
    41%[activator] | 3 | 6 | -17% | -11% | 82%[activator] | 1%
Cc1cc(NC(=O)C2CCCCC2C(=O)O)ccc1NC(=O)c1ccccc1 (centres undefined)
    -2% | -20 | -2 | 10% | -6% | -15% | -2%
Cc1c(C#N)c(N=CN(C)C)c(C(=O)c2ccccc2)n1-c1ccccc1
    u | 13 | -3 | 2% | -13% | 2% | 0%
CCOC(=O)N1CCC(Nc2c(NCCCOC)c(=O)c2=O)CC1
    25% | 8 | -2 | -20% | 9% | 18% | 3%
S=C(NCCc1ccccc1)N1CCN(C(c2ccccc2)c2ccccc2)CC1
    u | 13 | 2 | 9.3µM* | 4% | -21% | -1%
Nc1c(-c2ccccc2)c(CSc2nc3ccccc3[nH]2)nn1-c1cccc(Cl)c1
    u | -8 | 3 | -31% | 1% | -1%[11.6 µM] | -2%
O=C(NCc1ccc(N2CCCC2=O)cc1)NC1CCCCC1
    u | 8 | 1 | -16% | -3% | 11% | 3%
CCOC(=O)c1sc(SC)c2c1CCC/C2=N/OC
    6% | -3 | -2 | 16% | -2% | -16% | 1%
COc1ccc(S(=O)(=O)NCCc2ccccc2)cc1OC
    -17% | 1 | 6 | 6% | 3% | -10% | 8%
Cc1nnc(NC(=O)Cn2cnc3c2c(=O)n(C)c(=O)n3C)s1
    u | 9 | -4 | 1% | 0% | -7% | 1%
CCc1ccc(NC(=O)C(=O)NNC(=O)c2ccc(OC)cc2)cc1
    21% | -1 | -6 | 0% | -2% | 73%[activator] | 1%
CCCc1cc2c(cc1NC(=O)c1ccc(C)cc1)OCO2
    -4% | 10 | 10 | 1% | -2% | 0% | 1%

The last four records of the part above lead into the next:
Every second line gives: Pf growth 96h | Shiga toxin inh | Cycloheximide cs | Pf growth 48h | Tb PYK inh | AMA1-RON2 inh | LmPK inh
COc1ccc(S(=O)(=O)NCCc2ccccc2)cc1OC
    -17% | 1 | 6 | 6% | 3% | -10% | 8%
Cc1nnc(NC(=O)Cn2cnc3c2c(=O)n(C)c(=O)n3C)s1
    u | 9 | -4 | 1% | 0% | -7% | 1%
CCc1ccc(NC(=O)C(=O)NNC(=O)c2ccc(OC)cc2)cc1
    21% | -1 | -6 | 0% | -2% | 73%[activator] | 1%
CCCc1cc2c(cc1NC(=O)c1ccc(C)cc1)OCO2
    -4% | 10 | 10 | 1% | -2% | 0% | 1%
O=C(COc1ccc2ccccc2c1)N1CCNCC1
    25% | 52* | 12* | 72%[activator] | -10% | 3% | 5%
O=C(NC(=S)NCC1CCCO1)C(c1ccccc1)c1ccccc1 (centres undefined)
    u | -3 | -4 | 0% | 13% | -1% | 0%
Cc1ccc(-c2nnc(SCC(=O)NC3CCS(=O)(=O)C3)nc2-c2ccc(C)cc2)cc1 (centres undefined)
    u | -12 | -4 | u | -1% | 3% | -1%
CCOc1ccc(-c2nc(N)ncc2-c2ccc(Cl)cc2)c(O)c1
    u | 1 | 3 | 10µM* | 1% | -1% | -3%
CCOc1ccc(-c2nnc(-c3cccs3)o2)cc1
    u | 130* | 45* | 89%[activator] | -2% | 1% | -18%
COc1cc(C)ccc1OCCOCCOc1ccc([N+](=O)[O-])cc1
    22% | 11 | 5 | 7% | -2% | -6%[2.32 µM] | -2%
O=C(CN1CCN(C(=O)CCC(=O)N2CCC(c3ccccc3)=N2)CC1)Nc1ccc(F)cc1
    -24% | x | x | 10% | 8% | 33%[activator] | x
CCOC(=O)c1ccc(N=Cc2c(O)c3ccccc3oc2=O)cc1
    u | -8 | -6 | 19% | -8% | 5% | 3%
Nc1n[nH]c(=S)n1-c1ccc(Cl)cc1
    u | 2 | -2 | u | u | 104%[activator] | u
CC1CCN(C2(O)C(=O)Nc3ccc(Cl)cc32)CC1 (centres undefined)
    51%[activator] | x | -2 | 17% | -1% | 12% | -9%

Single entries from the results shown.
LmPK inh, O=C(NC(=S)NCC1CCCO1)C(c1ccccc1)c1ccccc1 (centres undefined) → 0%
AMA1-RON2 inh, CCOc1ccc(-c2nc(N)ncc2-c2ccc(Cl)cc2)c(O)c1 → -1%

(next part)
Every second line gives: Pf growth 96h | Shiga toxin inh | Cycloheximide cs | Pf growth 48h | Tb PYK inh | AMA1-RON2 inh | LmPK inh
O=C(c1ccc(N2CC3CC(C2)c2cccc(=O)n2C3)c([N+](=O)[O-])c1)N1CCCCC1 (centres undefined)
    48%[activator] | -16 | -4 | 27% | -6% | 11% | -3%
O=C(NCC(c1ccco1)N1CCc2ccccc2C1)C(=O)Nc1cc(F)ccc1F (centres undefined)
    u | x | x | u | 0% | 11% | x
COc1ccc(C(=O)Nc2nc3ccc(S(C)(=O)=O)cc3s2)cc1
    7% | 9 | 7 | -29% | -7% | 1% | 3%
Cc1ccc(-c2cc(C)nc3nc(N)nn23)cc1
    x | 2 | 6 | 10% | -2% | 3% | -4%
Cc1c(Cl)cccc1NC(=O)Cn1c(CCC(=O)O)ccc1-c1ccc(Cl)cc1
    -25% | x | -2 | 1% | -3% | -6% | -3%
Cn1c(O)c(C=NCCCCCCCCCCC(=O)O)c(=O)n(C)c1=O
    10% | 19 | -2 | -5% | -3% | 0% | 5%
O=C(Cc1cccc2ccccc12)Nc1ccc(-c2cc3ccccc3oc2=O)cc1
    u | 3 | -6 | 12µM* | 1% | -26% | -3%
Cc1nc2ccccc2cc1OCc1ccc(F)cc1
    -9% | 30* | 37* | 5% | 8% | 3% | 2%
COc1ccc(SN=C2C(C)=CC(=O)C=C2C)cc1
    -25% | -5 | -2 | -25% | 1% | -30% | 2%
CCN(CCC(=O)Nc1ccc(Br)c(C)c1)Cc1ccccc1
    x | -14 | 1 | -10% | -3% | -3% | 1%
CCOc1ccc(S(=O)(=O)Nc2ccccn2)c2ccccc12
    u | -13 | -4 | -1% | 0% | 0% | 0%
Cc1ccc2nc(SCC(=O)c3ccc4c(c3)NC(=O)CO4)[nH]c2c1
    u | -5 | 4 | u | -14% | 29% | 3%
CCCN(CCC)CCCNS(=O)(=O)c1ccc2c(c1)oc(=O)n2C
    -20% | -15 | -2 | 11% | 5% | 18% | 0%

Reformatted tab-delimited: 7 of the compounds above
Structure	Pf growth 96h	Shiga toxin inh	Cycloheximide cs	Pf growth 48h	Tb PYK inh	AMA1-RON2 inh	LmPK inh
Cc1ccc(-c2cc(C)nc3nc(N)nn23)cc1	x	2	6	10%	-2%	3%	-4%
Cc1c(Cl)cccc1NC(=O)Cn1c(CCC(=O)O)ccc1-c1ccc(Cl)cc1	-25%	x	-2	1%	-3%	-6%	-3%
Cn1c(O)c(C=NCCCCCCCCCCC(=O)O)c(=O)n(C)c1=O	10%	19	-2	-5%	-3%	0%	5%
O=C(Cc1cccc2ccccc12)Nc1ccc(-c2cc3ccccc3oc2=O)cc1	u	3	-6	12µM*	1%	-26%	-3%
Cc1nc2ccccc2cc1OCc1ccc(F)cc1	-9%	30*	37*	5%	8%	3%	2%
COc1ccc(SN=C2C(C)=CC(=O)C=C2C)cc1	-25%	-5	-2	-25%	1%	-30%	2%
CCN(CCC(=O)Nc1ccc(Br)c(C)c1)Cc1ccccc1	x	-14	1	-10%	-3%	-3%	1%

Bioassay records: PubChem, National Center for Advancing Translational Sciences (NCATS)
